Bioassay records from PubChem.
TDP1 inh: qHTS Assay for Inhibitors of Tyrosyl-DNA Phosphodiesterase (TDP1); 350,000 tested, 0.28% active; Potency, µM (titrated, usually from 130 µM), for the others: at the highest dose activity change, negative = inhibition, most hits filed as inhibitors; recombinant TDP1, AlphaScreen DNA substrate cleavage; further: nearly all actives have a fitted effect of over 40% in size
Target sequence (Q9NUW8 whole entry, looked up): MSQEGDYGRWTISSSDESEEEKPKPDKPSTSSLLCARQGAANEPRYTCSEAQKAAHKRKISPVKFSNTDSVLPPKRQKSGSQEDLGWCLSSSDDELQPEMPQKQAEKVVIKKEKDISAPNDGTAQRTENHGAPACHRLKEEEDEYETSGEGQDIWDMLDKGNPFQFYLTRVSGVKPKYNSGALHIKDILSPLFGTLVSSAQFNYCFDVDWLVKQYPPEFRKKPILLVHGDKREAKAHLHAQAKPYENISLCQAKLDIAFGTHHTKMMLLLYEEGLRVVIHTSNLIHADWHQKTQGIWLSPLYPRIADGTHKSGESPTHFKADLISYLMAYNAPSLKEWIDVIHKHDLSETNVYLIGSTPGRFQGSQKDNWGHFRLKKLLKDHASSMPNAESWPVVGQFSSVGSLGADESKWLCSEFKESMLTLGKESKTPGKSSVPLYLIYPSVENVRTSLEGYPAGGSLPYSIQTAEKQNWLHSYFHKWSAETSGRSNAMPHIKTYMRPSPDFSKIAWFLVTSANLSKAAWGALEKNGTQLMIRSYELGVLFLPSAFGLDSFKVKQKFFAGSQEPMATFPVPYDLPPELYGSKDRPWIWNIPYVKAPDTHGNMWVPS
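Recombinant E. coli-expressed Tdp1 (1 nM) preincubated with compound 15 min at RT, then 5'-biotin/3'-phosphotyrosine-FITC DNA substrate (15 nM) added for 5 min. AlphaScreen beads (10 ug/ml) added, 10 min RT; tyrosine-FITC cleavage read as signal loss.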
TDP1 cell noCPT: qHTS for Inhibitors of human tyrosyl-DNA phosphodiesterase 1 (TDP1): qHTS in cells in absence of CPT | DT40 Tdp1-/- hTDP1 cells, no CPT, ATP luminescence, 48 h | Potency, µM (series often up to 46.2 µM), for the others: at the top dose activity change, negative = growth inhibition, usual class: inhibitors | 420,000 tested, 15% active | AID 686978, 2013; further: nearly all actives have a fitted effect of over 55% in size
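Compound effects on proliferation are scored in DT40 Tdp1-/-;hTDP1 cells in the absence of CPT. ATP levels (CellTiter-Glo luminescence) are recorded after a ≥48 hr, 37 °C incubation.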
DT40 TDP1 CPT: qHTS for Inhibitors of human tyrosyl-DNA phosphodiesterase 1 (TDP1): qHTS in cells in presence of CPT. Potency, µM (doses to about 46.2 µM), inactives show at the top dose activity change, negative = growth inhibition, hits mostly inhibitors. 420,000 tested, 12% active. chicken DT40 Tdp1-/-;hTDP1 cells + 20 nM CPT, ATP luminescence, 48 h; further: nearly all actives have a fitted effect of over 55% in size
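Chicken DT40 Tdp1-/- cells stably complemented with human TDP1 were seeded at 400 cells/well in medium containing 20 nM camptothecin, exposed to pin-transferred compounds, and grown at 37 °C for at least 48 hr. Viability was read as ATP luminescence.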
An asterisk follows results filed as active; ? = inconclusive; · = not tested or not shown; [ ] = another dose, or the depositor's remark. The call rests on the fitted dose curve; in most records, active means well fitted curve in the direction sought with a large enough effect; inconclusive means small, poorly fitted or top-dose-only effect, or another doubt; inactive means no such curve, though single readings can be large; an effect the other way counts as inactive or inconclusive. On the % scale 0 is the no-effect control and ±100 the full control effect; potency means the concentration at half of the fitted maximal effect.

SMILES | TDP1 inh | TDP1 cell noCPT | DT40 TDP1 CPT
COc1ccc(S(=O)(=O)NCC(c2ccco2)S(=O)(=O)c2ccc(C)cc2)cc1F (centres undefined) | -3% | -28% | ?
CCn1c2c(c3cc(OCC(C)C)ccc31)CCCC2=O | -2% | 21µM* | 16µM*
COc1ccc(S(=O)(=O)NC(C)C(=O)NCc2ccco2)cc1OC (centres undefined) | 0% | -4% | -17%
COc1ccc(CCNC(=O)CN2c3cccc4cccc(c34)S2(=O)=O)cc1OC | 6% | ? | 0%
O=C1CCN(Cc2ccccc2)C(=O)N1 | · | -15% | 17%
Cn1c(=O)oc2cc(S(=O)(=O)NCCC(=O)N3CCc4ccccc43)ccc21 | 2% | -14% | -2%
COc1cccc(CNC(=O)C2CCCN(c3ncnc4c3nc3n4CCCCC3)C2)c1 (centres undefined) | 3% | ? | 23µM*
O=C(CNS(=O)(=O)c1ccccc1)N/N=C\c1ccc(Cl)cc1 | 3% | -28% | ?
CCCCN1C(=O)C(=O)NC[C@@H]1CC1CCCCC1 | · | ? | -12%
CCOC(=O)C1=C(Cn2cnc3ccccc32)NC(=O)NC1c1cc(C)ccc1C (centres undefined) | 7% | 23µM* | 26µM*
Cc1cccc(CSc2nc3c(c(-c4cccs4)c2C#N)CN(C)CC3)c1 | 5% | ? | ?
O=C(NCc1cccnc1)C1Cc2c(-c3ccc(Cl)cc3)ccnc2O1 (centres undefined) | · | 8.2µM* | 5.8µM*
Cn1c(SCC(=O)c2ccc3c(c2)OCO3)nnc1C1COc2ccccc2O1 (centres undefined) | 0% | 16µM* | 21µM*
COc1ccc(NC(=O)C2Cc3c(-c4ccc(NC(C)=O)cc4)ccnc3O2)cn1 (centres undefined) | · | 12µM* | 8.2µM*
c1ccc(N2CCN(c3ccccc3)C2c2cccnc2)cc1 | -1%[56.1 µM] | ? | ?
CCOC(=O)c1c(NC(=O)CC2Nc3ccccc3NC2=O)sc(C)c1C (centres undefined) | 5% | 18µM* | 8.2µM*
CC(=O)N1N=C(c2cccs2)CC1c1ccco1 (centres undefined) | -1% | ? | ?
CCOc1oc(-c2ccc(OC)cc2)nc1C(F)(F)F | 2% | 6% | 3%
CCOC(=O)c1c(C)c(C(=O)N2CCN(c3ccccc3)CC2)c(C)n1C | 5% | -25% | -21%
CC(C)CC1NC(=O)C(CC(C)C)N(CO)C1=O (centres undefined) | · | -2% | -1%
O=C(CN1C(=O)NC2(CCCC2)C1=O)Nc1ccc(OC(F)(F)F)cc1 | 3%[0.0935 µM] | -9% | -12%
CN(C)/C=C1\C=C(c2ccccc2)OC1=O | 6% | ? | ?
O=C(O)C/C(=C\c1ccc(Cl)cc1)c1nc2ccccc2o1 | 1% | -15% | 15%
CCC(C)NC(=O)c1ccc(C)c(NC(=O)C2=C(C)OCCS2)c1 (centres undefined) | · | -2% | -3%
COc1cc2cc(CN(Cc3cccs3)C(=S)Nc3ccccc3)c(=O)[nH]c2cc1OC | -3% | 21µM* | ?
CC(C)c1ccc(CNc2c([N+](=O)[O-])c(=O)oc3ccccc23)cc1 | -2% | -25% | ?
CC(C)c1ccc(OCC(=O)Nc2ccccc2C(=O)N2CCOCC2)cc1 | 1% | ? | ?
CCOc1ccc(N2C(=O)CC(NNc3nc4ccccc4s3)C2=O)cc1 (centres undefined) | 1% | -12% | 1%
CN(c1cccc(F)c1)c1cc2c(c3c1ccn3C)C1CCC2O1 (centres undefined) | · | 16µM* | 16µM*
COC(=O)C(NC(=O)COc1ccccc1)(Nc1nc2c(s1)CCCC2)C(F)(F)F (centres undefined) | -8% | ? | -12%
CCOC(=O)C(C)n1cnc2c(nnn2-c2ccc(F)cc2)c1=O (centres undefined) | · | -10% | -2%
COc1ccc(S(=O)(=O)N2CCC(C(=O)NCCOc3ccccc3F)CC2)cc1OC | 2% | -29% | -7%
Cc1cc(CNC[C@H]2O[C@@H](n3cnc4c(N)ncnc43)[C@H](O)[C@@H]2O)no1 | · | -26% | -28%
COc1ccc(S(=O)(=O)N2CC(C)N(C(=O)N3CCOCC3)C2)cc1 (centres undefined) | 0% | 13% | 4%
C=CCOC(=O)C1=C[C@H](c2coc3ccccc3c2=O)[C@@H](CCCO)[C@H](OCC)O1 | 0% | -15% | -23%
NC(=S)N/N=C/c1ccccc1OC(=O)/C=C/c1ccccc1 | 6% | 0.52µM* | 5.2µM*
COC(=O)c1sccc1-c1ccc(C(=O)Nc2cccnc2)o1 | 3% | ? | ?
O=C(c1ccc2c(c1)N(Cc1ccccc1)C(=O)c1ccccc1S2(=O)=O)N1CCC(Cc2ccccc2)CC1 | -3% | 5.8µM* | 8.2µM*
CCOC(=O)c1c(NC(=O)CN2C(=O)NC3(CCCC3)C2=O)sc(C)c1CC | 2% | ? | ?
CCCCCc1nnc(NS(C)(=O)=O)s1 | -4% | -17% | -6%
Cc1c(NC(=O)OCCSc2nc(N(C)C)nc(N(C)C)n2)sc(=S)n1C | 3% | -16% | -22%
Cc1cccc(COc2coc(CN3CCN(C(=O)c4ccco4)CC3)cc2=O)c1 | 7% | -3% | -7%
COc1ccc(/C=C2/SC(=S)N(CC(=O)O)C2=O)cc1OCc1ccc(Cl)cc1 | · | 14% | -3%
COc1cc(/C=N/N2CCN(c3ccccc3OC)CC2)ccc1OC(C)=O | · | -2% | -7%
Cc1ccc(NS(=O)(=O)c2cc(C(=O)N3CCOCC3)ccc2C)cc1C | 9% | -27% | -26%
CS(=O)(=O)Nc1ccccc1C(=O)NCCSc1ccccc1 | · | 5% | 16%
CC1(C)CN(c2ccc(C(=O)c3ccccc3)cc2)C1=O | -1% | -28% | -6%
Cc1ccc(SCc2cc(=O)[nH]c(N3CCN(Cc4ccc5c(c4)OCO5)CC3)n2)cc1 | -2% | ? | ?
Fc1ccc(-c2csc3[n+]2CCS3)cc1 | 0% | -4% | -5%
Cc1cc(C(=O)NCC(=O)Nc2ccc(F)c(F)c2)c(C)o1 | 0% | 2% | 4%
CCCn1c(-c2ccc(S(=O)(=O)N3CCOCC3)cc2)csc1=Nc1ccc(OCC)cc1 | 11% | 2.9µM* | 4.1µM*
CN(CC(=O)Nc1ccccc1Br)C(=O)c1n[nH]c2ccccc12 | 2% | -15% | -13%
O=C(CSc1ccc2nnc(-c3ccncc3)n2n1)Nc1ccc2c(c1)OCO2 | 5% | ? | -21%
CC(=O)C1(C)OC(N)=C(C#N)C(c2ccccc2)C1(C#N)C#N (centres undefined) | 8% | -13% | -12%
CCCc1cc(N2CCN(c3ccccc3)CC2)n2cnnc2n1 | 9% | -77% | ?
C[C@H](CO)N1C[C@H](C)[C@@H](CN(C)S(=O)(=O)c2cccs2)Oc2c(NS(=O)(=O)c3ccc(F)cc3)cccc2C1=O | 1% | ? | -30%
O=C(COC(=O)C1CC2CCCC(C1)C2=O)NC1CCCCC1 (centres undefined) | 0% | 1% | 8%
Brc1ccc([C@H]2C=C[C@H]3CCCN4CC[C@H]2[C@@H]3[C@]42CO2)cc1 | · | 12µM* | 18µM*
COc1cccc(C2(O)CCN(C(=O)C3CCC3)CC2)c1 | 3% | -12% | 0%
CCOC(=O)C1=C(C)NC2=C(C(=O)CC(C)(C)C2)C1c1ccsc1 (centres undefined) | 0% | ? | ?

More entries:
SMILES | TDP1 inh | TDP1 cell noCPT | DT40 TDP1 CPT
CCOC(=O)N1CCN(C2CCCN(C(=O)c3cccc(Cl)c3)C2)CC1 (centres undefined) | 2% | -1% | 0%
CCN(CC)S(=O)(=O)c1ccc(N/N=C/c2ccc(OC)c(OC)c2OC)nc1 | -8% | 18µM* | ?
O=C(NCC1CCCO1)c1cc2ccccc2nc1Cl (centres undefined) | 5% | 14% | 5%
COC(=O)c1ccccc1NC(=O)c1ccc2c(c1)OCCCO2 | · | -4% | -21%
CC(NC(=O)c1ccco1)c1nnc2n1CCN(Cc1ccc(N(C)C)cc1)CC2 (centres undefined) | · | -14% | -3%
Cc1coc2cc3oc(=O)c(CCC(=O)NCCCN4CCCC4=O)c(C)c3cc12 | · | ? | -24%
CC(C)C(=O)Nc1ncc(C(F)(F)F)cc1Cl | 7% | -4% | -9%
Nc1nc(-c2cccs2)c(CC(=O)O)s1 | -3% | -1% | -2%
O=C(Nc1ccc2oc(-c3ccncc3)nc2c1)c1ccc([N+](=O)[O-])o1 | 4%[0.0935 µM] | 5.8µM* | 2.9µM*
CCCCN(C(=O)c1oc2ccc(OCC)cc2c1C)c1c(N)n(CC(C)C)c(=O)[nH]c1=O | · | -3% | -3%
COc1ccc(NS(=O)(=O)c2cc(NC(=O)c3cnc(C)cn3)ccc2N2CCCCC2)cc1 | 3% | ? | ?
CCN(CC)S(=O)(=O)c1ccc(NC(=O)CSc2nnc(-c3cccc(OC)c3)n2C)cc1 | 3% | ? | ?

Structures listed so far with fluorine (eleven):
SMILES | TDP1 inh | TDP1 cell noCPT | DT40 TDP1 CPT
COc1ccc(S(=O)(=O)NCC(c2ccco2)S(=O)(=O)c2ccc(C)cc2)cc1F (centres undefined) | -3% | -28% | ?
CCOc1oc(-c2ccc(OC)cc2)nc1C(F)(F)F | 2% | 6% | 3%
O=C(CN1C(=O)NC2(CCCC2)C1=O)Nc1ccc(OC(F)(F)F)cc1 | 3%[0.0935 µM] | -9% | -12%
CN(c1cccc(F)c1)c1cc2c(c3c1ccn3C)C1CCC2O1 (centres undefined) | · | 16µM* | 16µM*
COC(=O)C(NC(=O)COc1ccccc1)(Nc1nc2c(s1)CCCC2)C(F)(F)F (centres undefined) | -8% | ? | -12%
CCOC(=O)C(C)n1cnc2c(nnn2-c2ccc(F)cc2)c1=O (centres undefined) | · | -10% | -2%
COc1ccc(S(=O)(=O)N2CCC(C(=O)NCCOc3ccccc3F)CC2)cc1OC | 2% | -29% | -7%
Fc1ccc(-c2csc3[n+]2CCS3)cc1 | 0% | -4% | -5%
Cc1cc(C(=O)NCC(=O)Nc2ccc(F)c(F)c2)c(C)o1 | 0% | 2% | 4%
C[C@H](CO)N1C[C@H](C)[C@@H](CN(C)S(=O)(=O)c2cccs2)Oc2c(NS(=O)(=O)c3ccc(F)cc3)cccc2C1=O | 1% | ? | -30%
CC(C)C(=O)Nc1ncc(C(F)(F)F)cc1Cl | 7% | -4% | -9%

Continuation.
SMILES | TDP1 inh | TDP1 cell noCPT | DT40 TDP1 CPT
CC(=O)Nc1ccc(S(=O)(=O)NC2(C(F)(F)F)C(=O)Nc3c2c(=O)[nH]c(=O)n3-c2ccc(C)c(C)c2)cc1 (centres undefined) | 6% | -1% | 2%
Cc1cccc(CSC2=NCCN2C(=O)C2CC2)c1 | -4% | -9% | -6%
Cc1ncc(C[n+]2csc(CCOC(=O)C34CC5CC(CC(C5)C3)C4)c2C)c(N)n1 | 1% | ? | ?
O=C(NCCC1CCCCN1S(=O)(=O)c1ccc(Cl)cc1)C(=O)NCc1ccncc1 (centres undefined) | 0% | ? | ?
O=C(c1ccccc1)c1ccc2nc(-c3ccc(NC(=O)c4ccccc4Br)cc3)[nH]c2c1 | 3% | ? | ?
Brc1ccccc1-c1nnc(SCc2nc3ccccc3s2)o1 | 5% | ? | -2%
Cc1noc(C)c1CSCC(=O)OCc1nc2ccccc2c(=O)n1CC#N | 3% | -17% | -4%
CSC1=NSC2=NC(=O)/C(=C\c3ccc(OC(=O)c4ccco4)cc3)C(=N)N12 | 3% | -9% | 2%
COc1ccccc1CN1CC(C(=O)N(C)Cc2nc(C)cs2)CCC1=O (centres undefined) | 1% | 12% | 9%
COc1ccc(S(=O)(=O)Nc2ccc(NC(C)=O)cc2)cc1[N+](=O)[O-] | 0% | -12% | 13%
Cc1ccccc1NC(=O)CSc1nc2c(oc3ccccc32)c(=O)n1-c1ccccc1F | -2% | 23µM* | ?
O=C(Nc1ccccc1)c1cccc2c(-c3cccnc3)coc12 | · | 15µM* | 21µM*
COc1ccccc1NC(=O)c1oc2ccccc2c1NC(=O)COc1cccc(C)c1 | 6% | 1% | -9%
O=C(c1ccc2c(c1)N(Cc1cccc(Cl)c1)C(=O)c1ccccc1S2=O)N1CCN(c2cccc(C(F)(F)F)c2)CC1 (centres undefined) | 0% | 10µM* | 16µM*
C[C@H]1CN([C@@H](C)CO)C(=O)Cc2cc(NC(=O)Cc3ccccc3)ccc2O[C@H]1CN(C)C(=O)Nc1cccc2ccccc12 | 3% | -12% | -22%
CC(C)NC(=O)N1CC[C@@]2(CCCN(C(=O)c3ccco3)C2)C1 | · | -5% | 1%
Nc1nonc1-n1nnc(C(=O)N/N=C/C=C/c2ccccc2)c1CSC1=NCCS1 | 7% | ? | ?
COC(=O)N1CC(C)N(C(=O)OC)CC1C (centres undefined) | 4% | -3% | 2%
Cn1cc(S(=O)(=O)NC2CCCCCC2)c(=O)n(C)c1=O | 0% | -1% | 0%

This is a random part of the collection. Share with any hit: about 18%.
